Bioassay records as filed in PubChem.
TRPC6 inh = mouse TRPC6 channel inhibitors, primary screen, cell-based, HEK293, membrane potential dye; Short transient receptor potential channel 6 (Mus musculus), Q61143; ACh-evoked depolarization; active compounds read low; B-score at 10 µM; 1.1% of 310,000 active;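 active means B-score under library mean minus 3 SD, initial fluorescence not abnormally high, positive integrated signal ratio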;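 further: B-score derived from integrated fluorescence ratio over the kinetic read; more negative B-score means stronger inhibition of depolarization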
Target sequence (Q61143 whole entry, looked up): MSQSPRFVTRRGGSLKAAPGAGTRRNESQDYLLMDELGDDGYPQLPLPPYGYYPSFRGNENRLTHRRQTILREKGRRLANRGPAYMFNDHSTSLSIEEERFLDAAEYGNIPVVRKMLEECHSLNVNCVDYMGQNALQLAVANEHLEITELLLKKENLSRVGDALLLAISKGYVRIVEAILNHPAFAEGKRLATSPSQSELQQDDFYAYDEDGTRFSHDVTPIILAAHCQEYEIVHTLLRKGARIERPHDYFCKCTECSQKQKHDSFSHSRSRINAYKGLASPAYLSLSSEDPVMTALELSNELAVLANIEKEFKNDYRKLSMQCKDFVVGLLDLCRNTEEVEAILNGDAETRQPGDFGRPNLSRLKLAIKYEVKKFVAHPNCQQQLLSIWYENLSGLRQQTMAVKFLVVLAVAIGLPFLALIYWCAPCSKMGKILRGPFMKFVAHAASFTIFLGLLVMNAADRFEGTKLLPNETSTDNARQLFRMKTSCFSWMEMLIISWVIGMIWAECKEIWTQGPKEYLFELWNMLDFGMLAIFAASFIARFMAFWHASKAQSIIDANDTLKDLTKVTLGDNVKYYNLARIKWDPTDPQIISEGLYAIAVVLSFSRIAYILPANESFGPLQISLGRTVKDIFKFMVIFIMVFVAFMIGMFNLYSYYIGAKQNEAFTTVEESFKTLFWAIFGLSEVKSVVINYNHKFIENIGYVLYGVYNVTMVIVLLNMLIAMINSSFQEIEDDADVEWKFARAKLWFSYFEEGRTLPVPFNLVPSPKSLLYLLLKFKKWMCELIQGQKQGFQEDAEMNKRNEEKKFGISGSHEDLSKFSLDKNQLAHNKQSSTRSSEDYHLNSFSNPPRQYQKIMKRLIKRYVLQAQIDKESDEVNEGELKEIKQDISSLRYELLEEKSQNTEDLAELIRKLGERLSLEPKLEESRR
MrgX1 ag = agonists of human MrgX1 receptor, primary screen, HEK293 cells, Fluo-4 calcium flux. Mas-related G-protein coupled receptor member X1 (Homo sapiens), Q96LB2. Fluo-4 calcium fluorescence, agonist mode; active compounds read high. B-score at 10 µM. 0.44% of 310,000 active. AID 588627, 2011;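 active means calcium response B-score plate-corrected fluorescence ratio at least 3 library SD, with starting fluorescence B-score inside 5 SD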
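Assay system: MrgX1-expressing HEK293 cells / Amount: fifteen thousand cells per well / Doses: test compound in the initial addition of three / Timing: cells plated overnight, dye loaded 0.5 h 37 °C, 0.5 h room temperature / Technique: kinetic calcium dye fluorescence, Fluo-4 NW / Control set: positive and negative controls per plate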
Platelet DG rel = inhibitors of platelet dense granule secretion, primary screen, cell-based, MLPCN, human platelets. inhibition, %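 (compounds screened at 7.5 µM in platelet-rich plasma)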. 0.22% of 300,000 active. human platelet-rich plasma, SFLLRN dense granule ATP release, luminescence. AID 1663, 2009;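 active means mean replicate score, as percent of positive control, at or above 50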
MrgX1 antagonist = antagonists of human MrgX1 receptor, primary screen, HEK293 cells, Fluo-4 calcium flux; B-score at 10 µM; AID 588676, 2011; 1.3% of 310,000 active; BAM8-22 antagonism; active compounds read low; Mas-related G-protein coupled receptor member X1 (Homo sapiens), Q96LB2;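 active means calcium-response B-score plate-corrected more than 3 library SD below zero, starting fluorescence within 5 deviations, no agonist response on first addition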;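 further: peak minus trough fluorescence over baseline after final BAM8-22 challenge near maximal dose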
HIF activator = HIF pathway transcriptional activators, primary screen, cell-based, U2OS HRE-luciferase, luminescence | AID 1910, 2009 | 0.32% of 300,000 active | activation, % at 7.5 µM (by protocol) | U2OS HRE-luciferase reporter; normalized: DMSO 0%, desferrioxamine 100%;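 active means mean activation of at least 10% of the iron chelator positive control signal, with at least half of replicates also reaching 10%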
MrgX1 allo act = positive allosteric modulators of MrgX1, primary screen, HEK293 cells, Fluo-4 calcium flux; FDSS; active compounds read high; Mas-related G-protein coupled receptor member X1 (Homo sapiens), Q96LB2; 0.63% of 310,000 active; B-score at 10 µM;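 active means plate-corrected calcium response at least 3 library SD above typical, normal starting fluorescence, not activating the receptor alone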;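 further: compound read alongside a low EC10 to EC30 dose of BAM8-22 agonist; peak minus trough fluorescence over baseline measured at the second addition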
RGS4 pot = RGS4 potentiators or activators, primary screen, cell-based, HEK293 M3R inducible RGS4, calcium flux | carbachol calcium flux Fluo4; active compounds read low | B-score at 10 µM | 0.92% of 310,000 active | AID 463111, 2010;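 active means B-score of the integrated calcium signal more than 4 SD below the library mean, with starting fluorescence not abnormally high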;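 further: negative B-score means reduced calcium response which marks RGS4 activation or potentiation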
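test system = M3R-expressing HEK293 line, RGS4 induced by doxycycline | probe or stimulus = carbachol at ECmax as muscarinic agonist stimulus | timing = dye loading 30 min 37 °C, buffer rest 30 min RT | signal = calcium dye Fluo4 fluorescence | evaluation = B score from integrated fluorescence ratio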
RGS4 inh = RGS4 inhibitors, primary screen, cell-based, HEK293 M3R inducible RGS4, calcium flux; Regulator of G-protein signaling 4 (Homo sapiens), P49798; Fluo-4 calcium flux; active compounds read high; triggered by carbachol at its EC20; B-score at 10 µM; 0.45% of 310,000 active;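 active means B-score, a plate-corrected calcium signal, over three deviations above library mean, with baseline fluorescence within five deviations of library mean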;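 further: RGS4 expression induced by doxycycline in cells with stable M3 receptor; B-score is computed from the integrated fluorescence ratio over baseline after carbachol; higher B-score means a larger calcium signal and so more RGS4 inhibition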
Target sequence (P49798 whole entry, looked up): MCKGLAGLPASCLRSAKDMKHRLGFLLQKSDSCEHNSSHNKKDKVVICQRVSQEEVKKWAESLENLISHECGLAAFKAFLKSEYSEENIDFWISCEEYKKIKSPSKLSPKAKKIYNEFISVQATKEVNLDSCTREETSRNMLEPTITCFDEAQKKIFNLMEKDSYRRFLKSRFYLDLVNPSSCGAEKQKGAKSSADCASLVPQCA
TRPC6 act = mouse TRPC6 channel activators, primary screen, cell-based, HEK293, membrane potential dye; 0.13% of 310,000 active; HEK293-TRPC6 membrane potential dye fluorescence; active compounds read high; Short transient receptor potential channel 6 (Mus musculus), Q61143; B-score at 10 µM;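 active means B-score of the integrated fluorescence ratio above library mean plus 3 SD, and starting fluorescence ratio within library mean plus 5 SD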;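 further: higher score means more depolarization so channel activation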
TRPC4 block = inhibitors of mouse TRPC4 channel, primary screen, Fluo4 calcium, HEK293 TRPC4beta/mu-opioid cells; B-score at 10 µM; Short transient receptor potential channel 4 (Mus musculus), Q9QUQ5; 0.39% of 300,000 active; DAMGO-evoked Fluo4 calcium flux; active compounds read low;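 active means B-score over 3 SD under the library average, no early fluorescence shift, positive overall ratio signal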
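test system = HEK293 cells with stable TRPC4beta plus mu-opioid receptor expression | detection = Fluo4 Ca2+ flux fluorescence | read-out = integrated fluorescence ratio relative to baseline, converted to per-well B score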
SKKanGAS inh = S. pyogenes SKKanGAS growth inhibitors in kanamycin, primary screen, streptokinase expression inhibitor project, SKKanGAS strain, BacTiter-Glo luminescence | inhibition, % at 7.5 µM | 1.3% of 300,000 active | AID 1662, 2009 | 6 h;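 active means mean replicate score, as percent of positive control median, at least 50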;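 further: strain carries kanamycin resistance gene driven by streptokinase promoter and grows in 40 µg/ml kanamycin; loss of luminescence reflects streptokinase promoter inhibition or plain growth inhibition; 0% = median of DMSO wells and 100% = positive control at its reference dose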
An asterisk follows results filed as active; i = inactive; / = no result given.

SMILES | TRPC6 inh | MrgX1 ag | Platelet DG rel | MrgX1 antagonist | HIF activator | MrgX1 allo act | RGS4 pot | RGS4 inh | TRPC6 act | TRPC4 block | SKKanGAS inh
CCN(C(=O)c1ccc2c(=O)n3c(nc2c1)CCCCC3)c1ccccc1C | i | i | 7 | i | -0.3 | i | i | i | i | i | -2
CC(C)c1nnc(NC(=O)CCC(=O)Nc2ccc(F)cc2)s1 | i | i | -6 | i | -0.1 | i | i | i | i | i | -4
O=C(CSc1nnc(CNC(=O)c2ccccc2)o1)NCC1CCCO1 (stereo not drawn) | i | i | -10 | i | -0.2 | i | i | i | i | i | 10
CCN(CC)S(=O)(=O)c1cccc(C(=O)OCc2cc(=O)n3nc(C)sc3n2)c1 | i | i | 2 | i | 0.1 | i | i | i | i | i | 13
COc1ccc(S(=O)(=O)N(CCc2ccccc2)CC(=O)O)cc1Cl | i | i | 1 | i | -0.9 | i | i | i | i | i | -4
CC(C)(C)c1ccc(S(=O)(=O)C(C)(C)C)cc1 | i | i | -1 | i | 0.3 | i | i | i | i | i | 17
O=C(c1ccc(Br)o1)N1CCC(c2nc3ccccc3[nH]2)CC1 | i | i | -13 | i | -0.5 | i | i | i | i | i | 14
COc1ccc(CCN2CN(S(=O)(=O)c3ccccc3)c3nc4ccccc4nc32)cc1OC | i | i | 3 | i | -0.2 | i | i | i | i | i | -1
COC(=O)/C=C1\S/C(=N\N=C\CC(=O)OC)NC1=O | i | i | 15 | i | -0.1 | i | i | i | i | i | -1
O=C(Nc1ccc2c(c1)OCO2)N1CCN(c2ccccc2)CC1 | i | i | -2 | i | 1.7 | i | i | i | i | i | 2
CC[C@H](C)[C@H](NC(N)=O)C(=O)Nc1ccc(C)cc1 | i | i | 3 | i | -0.1 | i | i | i | i | i | -2
CCOCCCN1C(=O)C2C(C(=O)Nc3ccc(OCC)cc3)C3C=CC2(O3)C1C(=O)NC1CCCCC1 (stereo not drawn) | i | i | -1 | i | 0.0 | i | i | i | i | i | -3
O=C(NNc1cc(N2CCOCC2)nc(N2CCOCC2)n1)c1ccc(Cl)c(Cl)c1 | i | i | -8 | i | -0.2 | i | i | i | i | i | -5
Cc1ccc(C)c(N2C(=O)c3ccc(C(=O)OCC(=O)c4c(N)n(C)c(=O)n(C)c4=O)cc3C2=O)c1 | i | i | -1 | i | 0.3 | i | i | i | i | i | 14
CC(C)C[C@H](NC(=O)NC1CCCc2ccccc21)C(=O)O (stereo partly drawn) | i | i | -2 | i | 0.1 | i | i | i | i | i | 7
CCOc1cccc(NC(=O)C(Cc2cccs2)c2nn[nH]n2)c1 (stereo not drawn) | i | i | 0 | i | 0.5 | i | i | i | i | i | 7
CN(C)c1ccc(N=Nc2ccccc2C(=O)OCC(=O)Nc2ccccc2C(F)(F)F)cc1 | i | / | 9 | / | -0.1 | / | i | i | i | i | 12
CCOc1ccc(N(CC(=O)Nc2cccc(C)c2C)S(=O)(=O)c2c(C)[nH]c(=O)[nH]c2=O)cc1 | i | i | -6 | i | -0.1 | i | i | i | i | i | -15
Cc1ccccc1-c1noc(N)c1C#N | i | i | -6 | i | 0.3 | i | i | i | i | i | 2
N#C/C(=C\c1cccc([N+](=O)[O-])c1)C(=O)NCc1cccnc1 | i | i | 3 | i | -0.1 | i | i | i | i | i | 8
Cc1cc(C)n(CCc2nc(-c3ccc(C)o3)cs2)n1 | i | i | 9 | i | 0.9 | i | i | i | i | i | -1
CCOc1ccc(C(=O)NC2CCCCCCC2)cc1 | i | i | 5 | i | 1.3 | i | i | i | i | i | 5
COc1ccc(-n2c(-c3ccc(Br)cc3)c[n+]3c2SC(C)C3)cc1 (stereo not drawn) | -5.9* | i | 2 | i | -0.3 | i | i | i | i | i | -1
CCOC(=O)CSc1nc2c(c(-c3ccc(C)o3)c1C#N)CCCC2 | i | i | -5 | i | -0.3 | i | i | i | i | i | 4
CCOC(=O)c1c(C)[nH]c(C(=O)OCC(=O)c2c(N)n(C)c(=O)n(C)c2=O)c1C | i | i | 4 | i | -0.1 | i | i | i | i | i | 4
CSCCC(NS(=O)(=O)c1ccc2c(c1)OCCO2)C(=O)N(C)Cc1ccc(F)cc1 (stereo not drawn) | i | i | 0 | i | -0.7 | i | i | i | i | i | -3
CC1CCCN(C(=O)c2cccc(S(=O)(=O)N3CCCc4ccccc43)c2)C1 (stereo not drawn) | i | i | 15 | i | 0.2 | i | i | i | i | i | -4
Cc1cccc(-n2cc(CNCCN3CCOC3=O)c(-c3cccc(F)c3)n2)c1 | i | i | -8 | i | 0.4 | i | i | i | i | i | 10
O=S(=O)(c1ccccc1)c1nc(NC2CC2)sc1Cl | i | i | 13 | i | -0.6 | i | i | i | i | i | 5
Cc1nnsc1C(=O)NNC(=O)c1ccc(C(F)(F)F)cc1 | i | i | -2 | i | -0.5 | i | i | i | i | i | -3
Cc1ccccc1Nc1ccc2nonc2c1[N+](=O)[O-] | i | i | 4 | i | -1.0 | i | i | i | i | i | 1
CCOc1ccc(OCc2ccc(C(=O)N3CCc4ccccc4C3)o2)cc1 | i | i | -4 | i | 1.5 | i | i | i | i | i | 0
COc1cc(NC(=O)c2cccc(C)c2)ccc1NC(=O)c1cc2ccccc2o1 | i | i | -2 | i | -4.4 | i | i | i | i | i | 0
O=C1c2ccccc2C(=O)N1CCc1nc2ccccc2c(=O)n1-c1ccccn1 | i | i | -8 | i | -0.1 | i | i | i | i | i | 2
OC(CCc1cccc(Cl)c1)c1cccs1 (stereo not drawn) | i | i | -4 | i | 1.2 | i | i | i | i | i | 7
CO/N=C/NC(=O)NOCc1c(Cl)cccc1Cl | i | i | -3 | i | -0.5 | i | i | i | i | i | -2
Cc1cc(=O)n(CC(C)O)c(O)c1C#N (stereo not drawn) | i | i | -11 | i | 2.1 | i | i | i | i | i | -9
O=C(COc1ccccc1C(=O)O)Nc1ccc(SC(F)F)cc1 | i | i | -1 | i | 0.6 | i | i | i | i | i | 13
O=[N+]([O-])c1ccc2[nH]c(O)c(N=NC3CCS(=O)(=O)C3)c2c1 (stereo not drawn) | i | i | -1 | i | -0.2 | i | i | i | i | i | 4
Cc1ccccc1NC(=S)NC(NC(=O)COc1ccccc1)C(Cl)(Cl)Cl (stereo not drawn) | i | i | -1 | i | 0.3 | i | i | i | i | i | 13
CC(C)C(c1nnnn1Cc1ccccc1)N1CCC(C(N)=O)CC1 (stereo not drawn) | i | i | 4 | i | -0.3 | i | i | i | i | i | 0
COCCNC(=O)CN(Cc1ccc(F)cc1)C(=O)CCC(=O)Nc1nccs1 | i | i | -5 | i | 0.4 | i | i | i | i | i | 0
COC(=O)c1ccc(C(=O)OC)c(NC(=O)CSc2cccc[n+]2[O-])c1 | i | i | -3 | i | 0.0 | i | i | i | i | i | -4
Cc1c(C(=O)C(C)C)n(C)c2ccccc12 | i | i | 0 | i | 0.9 | i | i | i | i | i | -3
Cc1nn(S(=O)(=O)c2ccc(Cl)cc2)c(C)c1Sc1ccc([N+](=O)[O-])cc1 | i | i | -13 | i | -41 | i | i | i | i | i | -4

Three compounds already listed, ordered by the number in Platelet DG rel, smallest number first.
Molecule	Platelet DG rel
Cc1cc(=O)n(CC(C)O)c(O)c1C#N (stereo not drawn)	-11
OC(CCc1cccc(Cl)c1)c1cccs1 (stereo not drawn)	-4
Cc1ccccc1Nc1ccc2nonc2c1[N+](=O)[O-]	4

The listing continues.
SMILES | TRPC6 inh | MrgX1 ag | Platelet DG rel | MrgX1 antagonist | HIF activator | MrgX1 allo act | RGS4 pot | RGS4 inh | TRPC6 act | TRPC4 block | SKKanGAS inh
CC1CCCCN1C(=O)COC(=O)/C=C/c1ccc2ccccc2n1 (stereo not drawn) | i | i | 8 | i | 0.3 | i | i | i | i | i | 10
Cc1cc(Br)ccc1NC(=O)CN(C)C(=O)C1CCN(C(=O)c2ccc(F)cc2)CC1 | i | i | 3 | i | -0.4 | i | i | i | i | i | 7
COc1cc(/C=C2\C(=O)NN(c3ccccc3)C2=O)ccc1OCC(N)=O | i | i | -3 | i | 0.9 | i | i | i | i | i | -4
CCc1ccccc1NC(=O)CCc1c(C)nn(-c2ccc(N3CCOCC3)nn2)c1C | i | i | 2 | i | -0.1 | i | i | i | i | i | -10
O=C(NC(=S)NNS(=O)(=O)c1ccccc1)c1ccccc1[N+](=O)[O-] | i | i | 1 | i | -0.4 | i | i | i | i | i | 0
CC1CC(C)C[N+](=C2C=C(N3CCCC3)CC(C)(C)C2)C1 (stereo not drawn) | i | / | -1 | / | -1.1 | / | i | i | i | i | -13
S=C1NC2=C(CCC/C2=C\c2ccccc2)C(c2ccccc2)N1 (stereo not drawn) | i | i | -11 | i | 0.2 | i | i | i | i | i | -7
CCS(=O)(=O)c1ccc(-c2csc(-c3ccc(Cl)cc3)n2)c(Cl)c1Cl | i | i | 10 | i | 0.5 | i | i | i | i | i | -1
CCN(C(=O)COC(=O)CSc1cc(C)c2ccccc2n1)c1ccccc1 | i | i | -4 | i | -2.9 | i | i | i | i | i | -1
CC(C)CCNC(=O)c1csc2c1CCCCC2 | i | i | 3 | i | 0.1 | i | i | i | i | i | /
COc1cccc(/C=C2\CCc3ccccc3C2=O)c1 | i | i | 49 | i | 2.3 | i | i | i | i | i | 26
Cc1cc2c(cc1C)N(C(=O)CSc1nncn1C)C(C)(C)c1ssc(=S)c1-2 | i | i | -4 | i | -0.5 | i | i | i | i | i | 1
COc1cc(OC)cc(C(=O)NNC(=O)c2ccc(S(=O)(=O)N3CC(C)OC(C)C3)cc2)c1 (stereo not drawn) | i | i | 20 | i | -0.1 | i | i | i | i | i | -6
CCn1c(O)c(N=NC(=O)c2cccs2)c2ccccc21 | i | i | 0 | i | 0.8 | i | i | i | i | i | 7
